Screening data as filed in PubChem BioAssay.
HEK293 NOD2/NF-kB: inhibition of NOD2-driven NF-kB reporter – cell-based, luminescence, uHTS, HEK293 (AID 1566); 290,000 tested, 0.63% active; HEK293 NOD2/NF-kB luciferase reporter, luminescence; higher % means a stronger effect; inhibition, % at 4 µM; hits with a dose series show EC50 in µM; further: many of its hits are not listed in these tables
GPR55 LPI antagonism: GPR55 antagonists blocking LPI-driven arrestin recruitment, primary screen, imaging, U2OS, beta-arrestin-GFP, LPI agonist (AID 2013) | one-dose inhibition, % at 10 µM; IC50 in µM for titrated hits | U2OS GPR55 beta-arrestin-GFP translocation imaging, LPI antagonism; higher % means a stronger effect | 290,000 tested, 0.13% active;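 active means spots per cell inhibited over 60%, with over 100 cells counted and total cytoplasm intensity under 500,000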;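 further: U2OS cells stably carrying GPR55 and arrestin-GFP stimulated by 5 µM LPI near EC80; imaged beta-arrestin-GFP aggregate spots per cell after agonist stimulation; plate controls were LPI-stimulated DMSO wells for no effect and DMSO wells without LPI for full effect; some results filed as inactive read as strong as hits; confirmed hits need IC50 under 10 µM and bright autofluorescent wells are also inconclusive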
KOR beta-arrestin-1: kappa opioid receptor blockers – cell-based, luminescence, uHTS (AID 1778) | KOR beta-arrestin recruitment, luminescence, antagonist mode; higher % means a stronger effect | one-dose inhibition, % at 10 µM; IC50 in µM for titrated hits | 290,000 tested, 0.091% active; further: strong numbers were not always called active
SV40 large T antigen: SV40 large T antigen inhibitors, biochemical (AID 1903) | SV40 large T antigen ATPase/helicase inhibition assay; higher % means a stronger effect | inhibition, % at 20 µM; hits with a dose series show IC50 in µM | 310,000 tested, 0.39% active; in the data active means a potency from the dose series; further: strong numbers were not always called active
GPR55 activation: selective activators of receptor GPR55 – imaging, U2OS cells, beta-arrestin-GFP redistribution, primary screen (AID 1961) | 290,000 tested, 0.048% active | activation, % at 10 µM, or EC50 in µM where a hit was titrated | U2OS GPR55 beta-arrestin-GFP redistribution imaging; higher % means a stronger effect;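 active means activation above 40% with more than 50 cells counted in the well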;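 further: U2OS osteosarcoma cells stably expressing GPR55 and beta-arrestin-GFP; plate controls were DMSO negative control for no effect and LPI positive control for full effect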
NOD1 NF-kB reporter: inhibition of NOD1-driven NF-kB reporter – cell-based, luminescence, uHTS, primary screen (AID 1578) | NOD1-driven NF-kB luciferase reporter cells, luminescence; higher % means a stronger effect | one-dose inhibition, % at 4 µM; EC50 in µM for titrated hits | 290,000 tested, 1% active; in the data active means inhibition mostly above about 36%, no sharp cut-off; inactive means mostly below about 34%;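 further: HEK-293T reporter cells stimulated with the NOD1 agonist gamma-tri-DAP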
KOR beta-arrestin-2: kappa opioid receptor activators – cell-based, luminescence, uHTS, primary screen (AID 1777) | activation, % at 10 µM; hits with a dose series show EC50 in µM | 280,000 tested, 0.02% active | KOR beta-arrestin recruitment, luminescence; higher % means a stronger effect; in the data active means activation above about 50%, passing the limit was not always enough; further: a part of the inactive calls stands beside numbers as strong as those of hits
Rac1 GTP hydrolysis: MgcRacGAP GTPase-activating activity inhibitors, confirmation, biochemical, ADP Hunter fluorescence; MgcRacGAP-stimulated Rac1 GTP hydrolysis, ADP Hunter fluorescence; higher % means a stronger effect; GST-tagged Rac1 F28L mutant substrate; 340,000 tested, 0.6% active; inhibition, % at 30 µM, or IC50 in µM where a hit was titrated; AID 624330;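 active means first-screen hits whose inhibition reached a set limit at any dose in the follow-up dose series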;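 further: fluorescence reports GDP produced by GAP-driven GTP hydrolysis; strong numbers were not always called active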
HIV peptide binding: cell-free HIV fusion peptide-binding blockers – biochemical, uHTS, fluorescence dequenching, primary screen (AID 1986); inhibition, % at 20 µM; hits with a dose series show IC50 in µM; 290,000 tested, 0.3% active; cell-free peptide binding, fluorescence dequenching, 30 min; higher % means a stronger effect; in the data active means inhibition mostly above about 52%, no sharp cut-off; inactive means mostly below about 76%; further: some results filed as inactive read as strong as hits
* marks the source's active call; other numbers are inactive results; x = no result given; [ ] = another dose, or the depositor's remark. Unless noted, no stated cut-off is given here; in the data, active means inhibition above about 50%; inactive means the rest. The list is partial. The share of hits here may be higher or lower than overall.

SMILES	Rac1 GTP hydrolysis	GPR55 activation	HEK293 NOD2/NF-kB	KOR beta-arrestin-1	SV40 large T antigen	KOR beta-arrestin-2	NOD1 NF-kB reporter	HIV peptide binding	GPR55 LPI antagonism
Cc1ccc(NC(=O)CSc2sc3c(O)cc(=O)[nH]c3c2C#N)cc1C	5%	0.1%	15%	-7%	6%	-2.1%	-17%	21%	3%
COc1ccc(CN2CCN(C)CC2)cc1OCc1ccccc1	9%	-0.1%	-4%	33%	-6%	-2.7%	-16%	1.0%	0%
Cc1cc(C)n2c(SCc3ccc(Br)cc3)nnc2n1	x	-0.2%	-5%	-2%	14%	-1.3%	-4%	0.4%	5%
CCOC(=O)N1CCN(C(=O)CN2C(=O)COc3ccc(C(C)(C)C)cc32)CC1	1%	-0.1%	-15%	-28%	2%	10%	-9%	0.8%	-3%
COC1=CC2(O)CCCC2=CC1=O (stereo not drawn)	-3%	-0.1%	7%	-33%[20 µM]	13%	-4.1%	-12%	0.0%	4%
Cc1cccc(NC(=S)NC2CC3CCCC(C2)N3CC(C)C)c1C (stereo not drawn)	-2%	0.4%	0%	-80%	26%	0.4%	-43%	-0.5%	9%
COc1cc(CN(C(=S)NCC(=O)N2CCCC2)C2CCCC2)cc(OC)c1OC	3%	-0.3%	-10%	-22%	3%	10%	-25%	0.9%	10%
CC1(C(=O)NCCN2CCOCC2)C=CC2(CCCCC2)N1C(=O)c1ccccc1 (stereo not drawn)	5%	-0.1%	-11%	-11%	5%	1.1%	-49%	3.8%	-3%
Oc1nc(-c2ccc(Br)cc2)n2ccncc12	25%	0.2%	-10%	-42%	30%	6.1%	24%	0.1%	10%
COc1ccc(OC)c(C(=O)NC(CC(N)=O)c2ccc(N3CCC(N4CCCCC4)CC3)c([N+](=O)[O-])c2)c1 (stereo not drawn)	5%	-0.2%	10%	-8%[20 µM]	3%	-2.0%	28%	-1.1%	7%
O=[N+]([O-])c1ccc(SCc2ccco2)cc1N1CCOCC1	3%	-0.2%	-1%	-16%	11%	0.2%	-26%	-3.2%	-6%
COCCNc1nc(N)c([N+](=O)[O-])c(N2CCCCCC2)n1	-1%	0.0%	14%	5%	4%	-5.6%	-8%	-1.6%	14%
CNC(=O)/C(C#N)=C/c1c(N2CCN(c3ccc(OC)cc3)CC2)nc2c(C)cccn2c1=O	11%	-0.1%	20%	-17%	28%	-1.8%	-1%	2.3%	7%
Cc1ccc(NC(=O)Cn2cc(C=O)c3ccccc32)cc1C	14%	0.0%	23%	-26%[20 µM]	15%	-0.6%	9%	2.9%	-3%
O=C(Cn1cc2c(n1)CCCC2)NCCCN1CCCC1	-9%	-0.1%	1%	36%	7%	0.4%	11%	-3.2%	-3%
CCC(C)C(NC(=O)OCc1ccccc1)C(=O)OCN1C(=O)c2ccccc2C1=O (stereo not drawn)	11%	-0.1%	-1%	18%	1%	-2.0%	0%	-2.2%	2%
OCC1CCCN(C(=S)Nc2ccc(Nc3ccccc3)cc2)C1 (stereo not drawn)	42µM*	0.1%	-78%	-1%	8.2µM*	-3.1%	-42%	-2.6%	-8%
Cc1cccc(OCC(O)CN2CCNCC2)c1 (stereo not drawn)	6%	-0.2%	-2%	-16%	0%	1.3%	-22%	-0.2%	5%
CN(C)S(=O)(=O)c1cccc(C(=O)NC(=S)N(CCC#N)Cc2cccnc2)c1	3%	-0.3%	-9%	3%	7%	1.4%	-8%	1.0%	-13%
COCCC(=O)N1CCC(Oc2ccc(C(=O)NCCSC)cc2)CC1	3%	0.3%	-9%	-12%	-2%	2.6%	-8%	0.1%	-3%
CCOC(=O)c1ccc(NC(=O)C(=O)NCCc2ccc(OC)cc2)cc1	2%	0.3%	-3%	-26%	6%	-4.0%	-38%	-0.7%	4%
O=S(=O)(NCC1CCCO1)c1ccc2c(c1)OCCO2 (stereo not drawn)	9%	-0.1%	17%	22%	6%	-3.5%	-1%	-1.4%	-5%
O=C(NC1CCCC1)C1CC(=O)N(CCc2ccccc2)C1 (stereo not drawn)	-18%	-0.1%	18%	20%	6%	-1.7%	-16%	-1.6%	-2%
CC1SCC(=NOCc2ccccc2)CS1 (stereo not drawn)	x	-0.1%	-30%	13%	13%	3.3%	-1%	0.8%	6%
CCOC(=O)c1cccnc1SCC(=O)N(CC)c1cccc(C)c1	8%	-0.1%	24%	14%	5%	3.0%	2%	-0.9%	4%
CC1COC(C)(CC(=O)NN2C(=O)c3ccccc3C2=O)O1 (stereo not drawn)	3%	-0.1%	6%	-31%[20 µM]	6%	x	-20%	-0.8%	2%
CN(C)Cc1c(-c2ccc(Cl)cc2)nc2ccc(Cl)cn12	3%	0.5%	9%	-4%	3%	-2.8%	-22%	-1.5%	-5%
O=C1CC(SCc2nc3ccccc3[nH]2)C(=O)N1c1ccc(F)c(Cl)c1 (stereo not drawn)	4%	0.1%	3%	-11%	21%	-6.8%	-10%	-2.4%	10%
O=C(NCCc1ccc(F)cc1)C1CCCO1 (stereo not drawn)	9%	0.3%	0%	-32%[20 µM]	9%	-3.4%	-25%	-0.7%	-10%
Cc1nc2nc[nH]n2c(=O)c1NS(=O)(=O)c1ccc([N+](=O)[O-])cc1	2%	-0.2%	0%	16%	9%	2.5%	-30%	-0.5%	0%
COCCn1c(=N)c(C(=O)NCc2ccco2)cc2c(=O)n3ccccc3nc21	12%	-0.2%	-26%	-9%	13%	14%	-2%	39%	-17%
Cc1ccc2nc(Nc3ccc(C)c(Cl)c3)c3nncn3c2c1	-1%	0.0%	15%	0%	-6%	1.0%	-6%	0.4%	-1%
Cc1cc([N+](=O)[O-])nn1CC(=O)NC(C)c1ccccc1 (stereo not drawn)	-1%	-0.3%	5%	-45%[20 µM]	-8%	6.2%	-22%	-0.3%	-4%
Cc1ccccc1CC(=O)NC1CCN(Cc2ccccc2)CC1	1%	-0.3%	7%	-19%[20 µM]	0%	7.1%	-20%	-0.8%	-10%
COc1cc(OC)cc(-c2nnc(SCC(=O)Nc3cccc(C(=O)O)c3)s2)c1	6%	0.1%	17%	-7%	-1%	-1.8%	-32%	11%	6%
CCCCOC(=O)Nc1ccc(N2CCOCC2)cc1	4%	-0.1%	9%	3%	12%	-2.3%	-33%	-1.5%	-4%
c1ccc(OCCCCN2CCCCC2)cc1	13%	-0.1%	-4%	-34%[20 µM]	13%	-2.3%	0%	0.5%	5%
CCn1c2ccccc2c2cc(/C=N/NC(=O)c3ccc(O)cc3)ccc21	2%	0.1%	-77%	-10%	13%	1.8%	33%	-1.0%	4%
COCCn1c(C)cc(C(=O)COC(=O)c2ccc(N3CCCC3=O)cc2)c1C	0%	0.2%	12%	-19%	7%	-4.0%	22%	-1.7%	4%
CN(C)/C=C1/Nc2ccccc2C1=O	4%	-0.1%	-8%	18%	6%	-2.2%	-22%	0.2%	6%
COc1ccc(C/C(=N\O)c2ccc(OC)cc2)cc1	7%	0.3%	-24%	-8%	2%	5.4%	-10%	-7.0%	-12%
Cc1cc(Nc2cc(C)on2)n2ncnc2n1	5%	-0.3%	6%	-20%	5%	-0.4%	-17%	-0.2%	0%
O=C(Nc1ccc(S(=O)(=O)N2CCCCCC2)cc1)c1[nH]ncc1[N+](=O)[O-]	6%	0.0%	-12%	5%	8%	-4.3%	-49%	4.4%	9%
CCn1c(=O)c2c(nc(SCC(=O)N3CCC(C)CC3)n2C)n(C)c1=O	1%	0.2%	9%	16%	10%	-2.4%	-32%	-1.4%	2%
Cc1cccc(NC(=O)c2ccc(N3C(=O)C4C5C=CC(C6CC56)C4C3=O)cc2)c1 (stereo not drawn)	5%	-0.1%	9%	-19%	17%	-0.1%	-34%	0.2%	6%
Cc1ccc(C2=NN(CC(=O)O)C(=O)CC2)cc1	15%	1.0%	1%	-1%	5%	-4.5%	1%	5.1%	9%
CN(C)C(=S)Nc1cccc(F)c1	x	1.3%	16%	18%	11%	-4.2%	-4%	-1.1%	-10%
CCCC(=O)N1CCCC(c2nc(-c3cccs3)no2)C1 (stereo not drawn)	6%	0.0%	-8%	-15%	11%	1.1%	-27%	2.9%	7%
O=C(O)CCC(=O)NN1C(=O)c2ccccc2NC1c1ccc(F)cc1 (stereo not drawn)	8%	0.3%	5%	3%	7%	3.7%	-6%	-1.7%	4%
CC(C)Cn1c(N)c(C(=O)COC(=O)c2cccc(Cl)c2)c(=O)n(C)c1=O	-8%	0.3%	8%	-15%	2%	-3.9%	-46%	-0.3%	20%

More structures:
SMILES	Rac1 GTP hydrolysis	GPR55 activation	HEK293 NOD2/NF-kB	KOR beta-arrestin-1	SV40 large T antigen	KOR beta-arrestin-2	NOD1 NF-kB reporter	HIV peptide binding	GPR55 LPI antagonism
Cc1ccc(NC(=O)COC(=O)CCc2nc3ccccc3c(=O)[nH]2)cc1Cl	11%	0.2%	9%	7%	1%	-5.2%	-38%	0.8%	-2%
COc1ccc(/C=C2/C(=O)OCc3cc(OC)c(OC)cc32)cc1	5%	0.9%	-5%	30%	15%	-3.1%	6%	1.5%	-8%
Cc1ccc(/C=N\Nc2nc3ccc(Cl)cc3[nH]2)o1	8%	-0.1%	-83%	-58%	6%	5.2%	x	-3.0%	-1%
O=C(COC(=O)c1ccccc1Br)NC1CCCC1	3%	-0.2%	-9%	12%	2%	2.2%	-9%	-2.4%	3%
COC(=O)C(COC(=O)c1c(F)cccc1F)NC(=O)c1c(F)cccc1F (stereo not drawn)	7%	0.0%	13%	27%	6%	-3.8%	-3%	-0.9%	6%
CC(C)(C)OC(=O)N[C@@H](Cc1c[nH]c2ccccc12)c1nnc(SCC(N)=O)o1	11%	-0.2%	-4%	5%	1%	0.0%	7%	35%	10%
CC(C)c1ccc(CN2CCC(C(=O)NCc3cccnc3)CC2)cc1	17%	0.6%	1%	-33%	7%	3.5%	0%	0.4%	1%
Cc1cccn2c(=O)c3cc(C(=O)NCCCn4ccnc4)n(C)c3nc12	3%	0.0%	-2%	17%	2%	-0.7%	-28%	22%	-10%
